# RXFP1 agonist = qHTS Assay for Agonists of the Relaxin Receptor RXFP1. HEK293T-RXFP1 cAMP TR-FRET, 30 min; response scale: percent of porcine relaxin response, buffer zero. Potency, µM (series often up to 57.5 µM), for the others: at the top dose activation, hits mostly activators. hit rate 0.3% among 370,000; also: potency is read from the fitted curve at half-maximal effect; % is scaled to controls: 0 for no effect and ±100 for the full control effect; nearly all actives have a fitted effect of over 60% in size; many of its hits are not listed in these tables
#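 HEK293T cells stably expressing RXFP1 were pretreated with the PDE4 inhibitor Ro 20174, exposed to compounds for 30 min at 37C, lysed, and cAMP was read by TR-FRET. Data normalized to buffer (basal) and 29 nM porcine relaxin (100%).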
# Apoferritin bind = qHTS Assay for Identification of Novel General Anesthetics | apoferritin/1-aminoanthracene competitive binding, fluorescence | hit rate 0.074% among 350,000 | Ferritin light chain (Equus caballus), P02791 | Potency, µM (top dose mostly 77.5 µM), for the others: at the top dose activity change, negative = displacement, most hits filed as inhibitors; also: potency is read from the fitted curve at half-maximal effect; % is scaled to controls: 0 for no effect and ±100 for the full control effect; nearly all actives have a fitted effect of over 20% in size
# Target sequence (P02791 2-175 limits assumed): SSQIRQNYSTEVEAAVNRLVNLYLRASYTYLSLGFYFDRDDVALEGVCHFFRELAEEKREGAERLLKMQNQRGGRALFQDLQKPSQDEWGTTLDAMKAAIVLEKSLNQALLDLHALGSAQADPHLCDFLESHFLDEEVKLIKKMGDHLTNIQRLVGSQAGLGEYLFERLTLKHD
#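 Probe: 1-aminoanthracene (50% saturated, PBS). Protein: horse-spleen apoferritin, 10 uM. Incubation: 10 min, room temperature. Detection: 380 nm excitation, 535 nm emission. Analysis: normalized response, four-parameter Hill.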
# D2 potentiator = HTS Assay for Positive Allosteric Modulators of the Human D2 Dopamine Receptor: Primary Screen for Potentiators; HEK293 T-REx D2, calcium flux, EC20 dopamine potentiation; potentiation, % at 10 µM; hit rate 0.34% among 340,000; AID 485347, 2010;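 active = potentiation over 3 SD above the plate norm, cut at about 30% in these data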; also: 0% is about no effect
#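 Potentiation of an EC20 dopamine calcium response is measured in a force-coupled, tetracycline-inducible Hek293 Trex D2 line. Compound-only kinetic reads over 180 s flag agonists before dopamine addition.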
# D1 antagonist = Antagonist of Human D 1 Dopamine Receptor: qHTS; AID 504652, 2011; activity change, negative = inhibition, % at 10 µM; hit rate 3.2% among 360,000; HEK293 TREx D1 cells, calcium flux, dopamine EC80; active compounds read low; in the data active = activity change below about -30%; also: % is scaled to controls: 0 for no effect and ±100 for the full control effect
# Target sequence (P21728 whole entry, looked up): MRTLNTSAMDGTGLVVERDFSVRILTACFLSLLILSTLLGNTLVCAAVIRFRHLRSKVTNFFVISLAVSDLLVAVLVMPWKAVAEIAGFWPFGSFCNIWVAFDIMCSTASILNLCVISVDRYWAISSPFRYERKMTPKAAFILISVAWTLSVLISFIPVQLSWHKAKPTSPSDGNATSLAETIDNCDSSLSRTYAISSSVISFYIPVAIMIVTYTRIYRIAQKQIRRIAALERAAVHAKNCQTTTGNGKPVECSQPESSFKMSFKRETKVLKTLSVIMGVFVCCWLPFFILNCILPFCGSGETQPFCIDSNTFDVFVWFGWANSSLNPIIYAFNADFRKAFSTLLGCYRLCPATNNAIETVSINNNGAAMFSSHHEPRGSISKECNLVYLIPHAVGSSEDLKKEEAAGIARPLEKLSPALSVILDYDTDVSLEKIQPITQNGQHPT
#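 Inducible Hek293 Trex D1 cells (tetracycline, overnight, 30 C). Calcium dye 30–90 min RT. Antagonist mode: EC80 dopamine added after 180 s compound read.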
# D1 agonist = Allosteric Agonists of the Human D1 Dopamine Receptor: qHTS. HEK293 T-REx D1 cells, calcium flux, agonist mode. activation, % at 2 µM. D(1A) dopamine receptor (Homo sapiens), P21728. AID 504660, 2011. hit rate 1% among 360,000; in the data active = activation above about 30%; also: 0% is about no effect
#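 Inducible HEK293 T-REx D1 cells, force-coupled to calcium signalling, were plated at 4000 cells/well with tetracycline and held overnight at 30 C. After no-wash calcium dye loading, compound-evoked calcium rise over 180 s flagged agonists.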
# RXFP1 antag = qHTS Assay for Antagonists of the Relaxin Receptor RXFP1; hit rate 0.59% among 350,000; HEK293-RXFP1, relaxin-stimulated cAMP HTRF, 30 min; active compounds read low; activity change, negative = inhibition, % at 57.5 µM;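 active = activity change of -60% or lower, but not beyond a set lower limit; inconclusive = change between -60% and -40%, or beyond the set limit; inactive = change above -40%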; also: % is scaled to controls: 0 for no effect and ±100 for the full control effect
# TRHR PAM = qHTS for Small Molecule Agonists and Allosteric Enhancers of Human TRH Receptor: Primary Screen for Enhancers; TRHR cells, fluo-8 calcium fluorescence, EC20 TRH enhancement; Thyrotropin-releasing hormone receptor (Homo sapiens), P34981; enhancement, % at 2 µM; hit rate 0.66% among 360,000; in the data active = enhancement above about 30%; also: 0% is about no effect
# Target sequence (P34981 whole entry, looked up): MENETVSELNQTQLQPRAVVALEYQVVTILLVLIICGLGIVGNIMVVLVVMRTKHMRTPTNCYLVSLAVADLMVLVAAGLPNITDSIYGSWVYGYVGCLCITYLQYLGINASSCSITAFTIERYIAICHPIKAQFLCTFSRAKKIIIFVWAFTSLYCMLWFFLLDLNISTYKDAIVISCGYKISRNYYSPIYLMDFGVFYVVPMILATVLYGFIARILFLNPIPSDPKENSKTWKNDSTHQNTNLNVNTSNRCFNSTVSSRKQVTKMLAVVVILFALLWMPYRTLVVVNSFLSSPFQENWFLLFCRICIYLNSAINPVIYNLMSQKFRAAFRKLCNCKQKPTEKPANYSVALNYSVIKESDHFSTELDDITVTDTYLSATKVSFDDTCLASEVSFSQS
#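 Enhancer read-out: after compound pinning and an initial kinetic agonist-mode read, an EC20 of TRH (10 nM final) was injected and fluo-8 calcium signal (Ex 480/Em 530) followed at 1 s/cycle for 100 cycles in TRHR-expressing cells.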
# D1 potentiator = Potentiators of Human D1 Dopamine Receptor: qHTS; D(1A) dopamine receptor (Homo sapiens), P21728; HEK293 TREx D1 cells, calcium flux, dopamine EC20 potentiation; potentiation, % at 10 µM; hit rate 0.036% among 360,000; in the data active = potentiation above about 30%; also: 0% is about no effect
# TRHR ag = qHTS for Small Molecule Agonists and Allosteric Enhancers of Human TRH Receptor: Primary Screen for Agonists. activation, % at 2 µM. hit rate 0.18% among 360,000. Thyrotropin-releasing hormone receptor (Homo sapiens), P34981. TRHR cells, calcium flux fluo-8, FDSS agonist mode. AID 493084, 2011; in the data active = activation above about 30%; also: 0% is about no effect
#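 TRHR-expressing cells loaded with fluo-8 calcium dye; 23 nL library compound pin-transferred, kinetic FDSS fluorescence (Ex 480/Em 530) recorded about 180 s for agonist-induced calcium release, before a 10 nM TRH EC20 addition for potentiator mode.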
# Active calls of the source: *; ? = inconclusive; . = not tested or not shown; & = joins results of further samples. Unless noted, calls follow the shape of the dose curve; as a rule, active = well fitted curve in the direction sought with a large enough effect; inconclusive = small, poorly fitted or top-dose-only effect, or another doubt; inactive = no such curve, though single readings can be large; an effect the other way counts as inactive or inconclusive. Only part of the results is shown; rates above refer to the full screens.
# Value order: RXFP1 agonist	Apoferritin bind	D2 potentiator	D1 antagonist	D1 agonist	RXFP1 antag	TRHR PAM	D1 potentiator	TRHR ag
> CN(C)CCCn1c(NCc2ccc3c(c2)OCO3)nc2ccccc21
→ -0.3%	-4.7%	-17.7	3.1	1.9	-13.6	1.9	-11.6	0.0
> Cc1cccc(NC(=O)C23CCC(C)(/C(=N/O)C2)C3(C)C)c1 (stereo unspecified)
→ 0.4%	-13.4%	-2.5	6.6	1.7	-3.0	8.6	-7.2	0.2
> Cc1ccc(NC(=O)C2CCCN(c3nnc(C)c4c(C)n(-c5ccccc5)nc34)C2)cc1Cl (stereo unspecified)
→ -0.2%	-5.2%	8.7	12.2	0.6	-27.4	5.6	1.6	-0.2
> COc1cc(OC)c2c(c1)S(=O)(=O)C(c1ccccc1)=C2N
→ 2.0%	-7.1%	0.8	3.7	-0.2	-8.5	-1.8	1.6	-0.5
> O=C(CCC1N=C2c3ccccc3N=C(SCc3cccc(Cl)c3)N2C1=O)NCCc1ccccc1 (stereo unspecified)
→ -1.6%	?	-3.7	-0.5	3.6	-10.3	9.1	0.5	0.6
> ON1C(c2ccccc2)CC2(O)c3nonc3CCC12 (stereo unspecified)
→ -0.7%	-20.8%	5.6	-3.8	1.8	-1.2	-3.1	0.2	-0.1
> C/C(=N\N(C)C)C1=C(O)c2ccccc2C1=O
→ 2.0%	-11.0%	9.5	14.7	1.0	26.0	0.5	-4.6	-0.1
> Cc1ccccc1N1CCN(CC(=O)Nc2nccs2)CC1
→ 0.7%	-11.7%	9.4	1.8	1.1	-19.4	17.8	-2.5	-0.1
> COc1cccc(/C=N/n2c(COc3ccccc3)n[nH]c2=S)c1OC
→ 1.9%	-7.0%	10.5	-8.4	1.4	8.7	10.2	-0.8	-0.8
> CC(=O)Oc1cccc(C2C3=C(CC(C)(C)CC3=O)Nc3ccccc3N2C(C)=O)c1 (stereo unspecified)
→ -1.4%	-4.6%	-20.8	-1.0	1.3	-8.7	-0.7	-3.1	0.4
> COc1cc(C(=O)NC(=S)N(C)Cc2ccccc2)cc(OC)c1OC
→ 0.0%	-9.5%	2.5	.	0.1	-10.7	0.8	-6.6	-0.7
> Cc1ccc(NC(=S)Nc2ccc(S(=O)(=O)N3CCOCC3)cc2)cc1S(=O)(=O)N1CCOCC1
→ 1.4%	-13.6%	-1.0	6.3	1.0	-1.1	-2.6	-2.0	0.8
> O=C(O)C1C(c2ccccc2)C(C(=O)OCCCO)C1c1ccccc1 (stereo unspecified)
→ -0.6%	-9.2%	1.3	-18.2	0.7	-9.5	2.0	-6.3	-0.9
> CCN1/C(=C/c2ccc3ccccc3[n+]2CC)C=Cc2ccccc21
→ -4.2%	?	1.3	-7.7	0.4	?	-1.7	-4.5	0.1
> O=C1CCN(CCc2ccccc2)CCN1[C@H](CSc1ccccc1)c1ccccc1
→ -2.0%	-3.7%	-4.7	1.7	4.7	.	2.4	-4.3	0.4
> CC1=C(C(=O)OC2CCCC2)C(c2cccc(Cl)c2Cl)CC(=O)N1 (stereo unspecified)
→ 3.3%	-22.7%	-3.1	23.3	4.1	.	16.6	9.8	-1.2
> CN(CC(=O)Nc1cccc(F)c1)C(=O)CN1C(=O)C2CCCCC2C1=O (stereo unspecified)
→ 6.5%	.	-9.5	2.6	5.7	8.0	-2.5	.	0.0
> CCN1CCN(C(=O)c2c(-c3ccccc3)noc2C)CC1
→ 0.4%	5.8%	-1.5	-0.8	1.0	-21.8	-3.1	4.8	0.2
> O=C(O)CCCNC(=O)/C(=C\c1ccc(Cl)cc1)NC(=O)c1ccc(Br)cc1
→ -1.5%	-6.0%	-2.5	2.7	0.8	-13.7	2.1	4.3	0.1
> CC1CCCCN1S(=O)(=O)c1ccc2[nH]c(=O)cc(C(=O)NCCCN3CCCCCC3)c2c1 (stereo unspecified)
→ 0.8%	-14.8%	-4.2	1.1	1.3	-0.2	-1.1	3.5	0.2

# Fetched by compound from the entries so far, 2 records:
# Value order: RXFP1 agonist	Apoferritin bind	D2 potentiator	D1 antagonist	D1 agonist	RXFP1 antag	TRHR PAM	D1 potentiator	TRHR ag
> Cc1ccc(NC(=O)C2CCCN(c3nnc(C)c4c(C)n(-c5ccccc5)nc34)C2)cc1Cl (stereo unspecified)
→ -0.2%	-5.2%	8.7	12.2	0.6	-27.4	5.6	1.6	-0.2
> CC1=C(C(=O)OC2CCCC2)C(c2cccc(Cl)c2Cl)CC(=O)N1 (stereo unspecified)
→ 3.3%	-22.7%	-3.1	23.3	4.1	.	16.6	9.8	-1.2

# The list goes on.
# Value order: RXFP1 agonist	Apoferritin bind	D2 potentiator	D1 antagonist	D1 agonist	RXFP1 antag	TRHR PAM	D1 potentiator	TRHR ag
> CCOc1ccc(NC(=O)c2ccc(OC)cc2)cc1
→ 0.0%	-1.0%	-2.6	-7.9	2.8	-21.2	0.8	-2.7	0.0
> O=C(COC(=O)Cc1c[nH]c2ccccc12)NCCc1ccccc1
→ 2.2%	.	0.7	-2.0	4.8	-15.3	-0.9	-4.2	-0.2
> CNC(=O)c1[nH]cnc1C(=O)N[C@@H](CC(C)C)C(=O)OC(C)(C)C
→ -0.8%	-12.0%	7.5	-1.6	0.0	.	-3.5	-1.9	-0.2
> COc1ccc(Cn2c(=S)[nH]c3cc(C(=O)N4CCCCC4)ccc3c2=O)cc1
→ 28.6%	2.4%	4.5	3.3	3.4	5.8	11.0	.	-0.2
> N#Cc1ccc(NC(=O)c2cc(-c3cccs3)on2)cc1
→ 10.6%	-1.4%	-0.5	-18.1	1.8	-5.3	0.5	-3.3	0.4
> CCOC(=O)c1c(C)[nH]c(CCC(=O)Nc2ccc(OC)c(OC)c2)c1C
→ 4.0%	-11.7%	6.6	-19.6	-0.1	-18.3	1.4	-2.1	-0.2
> CN(C)CC(C)(C)CNS(=O)(=O)c1ccc(Cl)cc1
→ 1.5%	-1.4%	-8.9	19.0	1.6	-16.2	1.9	2.2	-0.1
> CC(Sc1nc(N2CCOCC2)nc(N2CCOCC2)n1)C(=O)Nc1ccccc1 (stereo unspecified)
→ 5.4%	-3.5%	-1.5	9.3	2.6	-2.0	8.8	9.2	1.2
> Cc1nc(CN2CCOCC2)cc(=O)[nH]1
→ 1.1%	0.1%	-5.3	-16.2	3.2	-9.5	-0.1	-6.7	0.3
> Cn1cnc2c1c(=O)n(Cc1ccc(F)cc1Cl)c(=O)n2C
→ 1.5%	-8.6%	-0.6	-2.5	0.9	-14.7	1.2	-1.6	0.5
> CCCCN(CCCC)Cc1ccc(C(=O)NNC(=O)Nc2ccccc2)o1
→ 0.2%	-20.4%	-3.0	-6.4	2.4	5.8	-6.3	-8.3	-2.0
> OCCNCc1ccc(OCc2ccc(Cl)cc2Cl)cc1
→ 1.0%	?	-4.8	4.2	29.9	-35.1	10.0	-4.3	2.2
> CCCNC(=O)C(Cc1ccccc1)NS(=O)(=O)c1ccc2c(c1)c(=O)n(C)c(=O)n2C (stereo unspecified)
→ 26.8%&6.4%	-8.0%&-13.4%	-5.3&-5.1	-3.3&7.3	0.4&-0.4	.	5.9&3.6	-1.6&-2.1	-0.4&0.1
> CN(c1ccccc1)C1CCCCC1NS(=O)(=O)c1ccc(Cl)cc1 (stereo unspecified)
→ 4.5%	-4.4%	-0.7	6.3	1.9	-34.5	-4.4	-9.4	0.5
> COCCNC(=O)C1CC(c2cccc([N+](=O)[O-])c2)=NO1 (stereo unspecified)
→ 1.8%	-8.5%	8.8	19.3	0.8	.	6.9	-0.6	-0.1
> O=C(c1ccc(Cl)cc1)N1CCCCC(Cl)C1=O (stereo unspecified)
→ -0.8%	?	16.0	6.6	-3.1	12.6	-13.5	-3.9	0.2
> CCc1c(C)nc2c(C#N)c(C)[nH]n2c1=O
→ 0.7%	-2.7%	3.4	2.6	1.6	-9.5	-3.9	-1.1	0.3
> C#CCn1cc(/C=N/NC(=O)COc2cccc3cccnc23)c2ccccc21
→ -0.9%	-10.7%	8.0	-2.0	-0.4	-7.0	1.2	2.5	-0.6
> OCCNCCCCOc1ccc(F)cc1
→ 5.6%	-8.9%	-5.7	-13.3	0.9	-6.3	-5.1	-5.2	-0.1
> O=C(CN1C(=O)c2ccccc2S1(=O)=O)N1CCc2ccccc2C1
→ 1.6%	-9.9%	12.8	7.5	2.3	-3.9	-7.4	-3.4	-0.2

# (further entries)
# Value order: RXFP1 agonist	Apoferritin bind	D2 potentiator	D1 antagonist	D1 agonist	RXFP1 antag	TRHR PAM	D1 potentiator	TRHR ag
> Oc1c(C(c2ccccc2F)N2CCN(c3ccccc3F)CC2)sc2nc(-c3ccco3)nn12 (stereo unspecified)
→ -0.8%	-10.7%	1.0	.	-3.5	-17.0	2.9	1.1	-0.3
> O=C(NC(=S)N(CC1CCC1)CC1CCCO1)c1cccc([N+](=O)[O-])c1 (stereo unspecified)
→ 0.2%	-8.3%	.	-11.5	1.0	7.9	11.7	-2.8	-0.7
> CCC(C)C(=O)Nc1nnc(SCC(=O)NC2CCCCC2)s1 (stereo unspecified)
→ 0.0%	-1.6%	12.4	-3.2	-0.8	16.3	-10.7	-4.8	0.8
> CC(=O)c1cccc(N(CC(=O)Nc2ccccc2F)S(C)(=O)=O)c1
→ -0.8%	-4.1%	-12.1	0.7	1.2	11.4	0.7	1.7	0.5
> COc1cccc(C2C(C(=O)c3cccs3)=C(O)C(=O)N2CCN2CCOCC2)c1 (stereo unspecified)
→ 8.2%	-8.8%	3.7	-8.7	2.6	-0.4	-2.4	0.8	0.5

# Two consecutive compounds already listed, quoted:
# Value order: RXFP1 agonist	Apoferritin bind	D2 potentiator	D1 antagonist	D1 agonist	RXFP1 antag	TRHR PAM	D1 potentiator	TRHR ag
> CC(=O)c1cccc(N(CC(=O)Nc2ccccc2F)S(C)(=O)=O)c1
→ -0.8%	-4.1%	-12.1	0.7	1.2	11.4	0.7	1.7	0.5
> COc1cccc(C2C(C(=O)c3cccs3)=C(O)C(=O)N2CCN2CCOCC2)c1 (stereo unspecified)
→ 8.2%	-8.8%	3.7	-8.7	2.6	-0.4	-2.4	0.8	0.5
